TRPML3 agonist: agonists of human TRPML3 channel. HEK293 TRPML3-YFP, Fluo-8 calcium fluorescence; 100% = the carbachol control signal. 220,000 tested, 0.29% active. AID 1448. activation, % at 3 µM;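 active = activation above its plate's cutoff, the mean activation of the plate's test wells plus 3 SD, cut at about 12% in these data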;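 also: 0% = DMSO only wells and 100% = carbachol wells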
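Test system: HEK293 cells stably carrying human TRPML3-YFP; Doses: single dose, 3 µM final nominal compound, 0.3% DMSO final; Schedule: dye loading 1 h 37 °C then 30 min ambient, 125 s read; Technique: Fluo-8 calcium fluorescence; Benchmarks: high control carbachol 87 µM, low control DMSO.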
TNF death inh: TNF-alpha cell death inhibition in Jurkat FADD-/- cells; AID 463075; 220,000 tested, 0.068% active; activation (protection from cell death), % at 10 µM; Jurkat FADD-/- TNF necroptosis rescue, ATP luminescence, 24 h; 0 = TNF only, 100 = no-TNF cells;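 active = activation, meaning protection from cell death, of at least 50% relative to plate controls; inactive = activation below 50%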;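 also: necroptosis triggered by 40 ng/mL TNF-alpha added together with compound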
PPC-1+TRAIL kill: PPC-1 cancer cell killing with TRAIL present | PPC-1 cells + TRAIL, ATPLite viability luminescence | cell killing (% activity), % at 4 µM | 220,000 tested, 0.41% active | AID 1443;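 active = cell killing above 50% in the first pass at 4 µM, then a duplicate retest at 5 µM averaging 50% or more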;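 also: plate controls were cells with TRAIL plus DMSO for no effect and medium-only wells lacking cells for full effect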
EBV gp42 block: inhibitors of Epstein-Barr virus glycoprotein 42 | Q1HVG2 | Fluorescence polarization binding assay, mP read-out | inhibition, % (tested at 21.74 µM) | 220,000 tested, 0.42% active | AID 1085; in the data active = inhibition above about 50%
Target sequence (Q1HVG2 whole entry, looked up): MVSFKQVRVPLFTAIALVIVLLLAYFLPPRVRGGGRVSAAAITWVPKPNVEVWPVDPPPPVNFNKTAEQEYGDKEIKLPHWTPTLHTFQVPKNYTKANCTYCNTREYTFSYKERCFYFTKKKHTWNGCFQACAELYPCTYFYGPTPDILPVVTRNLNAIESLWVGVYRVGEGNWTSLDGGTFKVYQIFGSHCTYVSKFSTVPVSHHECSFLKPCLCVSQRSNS
CHOP inh: blocks CHOP induction under ER stress; CHO-K1 CHOP-promoter luciferase, tunicamycin-induced, 15-18 h; inhibition, % at 10 µM; 220,000 tested, 3.8% active; AID 2732;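 active = compounds that reduced the stress-induced luciferase reporter signal by more than about 70% of percent inhibition, limit read from the data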;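 also: 0% = tunicamycin plus vehicle and 100% = wells without tunicamycin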
NCF1 inh: inhibitors of human p47phox binding; inhibition, % at 24.7 µM; 220,000 tested, 0.53% active; p47phox/p22phox peptide binding, fluorescence polarization, 2 h;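 active = inhibition above about 30%, limit read from the data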;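 also: 0% = p47phox with labelled peptide and 100% = labelled peptide alone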
Target sequence (P14598 whole entry, looked up): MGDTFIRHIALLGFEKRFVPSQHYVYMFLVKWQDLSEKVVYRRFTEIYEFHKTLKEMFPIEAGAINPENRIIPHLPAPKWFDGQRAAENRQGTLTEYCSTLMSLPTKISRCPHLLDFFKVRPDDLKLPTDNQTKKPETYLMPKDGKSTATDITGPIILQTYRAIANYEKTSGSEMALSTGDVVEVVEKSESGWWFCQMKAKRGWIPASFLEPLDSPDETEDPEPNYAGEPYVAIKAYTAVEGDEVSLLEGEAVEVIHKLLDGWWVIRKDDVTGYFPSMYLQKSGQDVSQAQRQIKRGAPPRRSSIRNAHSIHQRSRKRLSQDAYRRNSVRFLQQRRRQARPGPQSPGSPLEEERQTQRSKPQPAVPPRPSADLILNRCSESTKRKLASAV
Runt-SMMHC FRET: Runt domain-CBFb-SMMHC interaction inhibition; 220,000 tested, 0.74% active; Cerulean-Runt/Venus-CBFb-SMMHC FRET ratio 530/480, 1 h; inhibition, % at 20 µM;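 active = mean inhibition across duplicate retests at 20 µM reaching about 50%, limit read from the data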;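 also: 0% = DMSO wells and 100% = wells with excess untagged CBFb-SMMHC; inhibitors lower the FRET ratio by blocking Runt binding to CBFb-SMMHC; some results filed as inactive read as strong as hits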
MDM2 E3 inh: blocks human Mdm2 ubiquitin ligase activity | signal enhancement, % at 5 µM | 210,000 tested, 0.11% active | cell-based MDM2 ubiquitination luciferase reporter, 2 h; 0 = plate control, 100 = twice control, blank-subtracted;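 active = signal enhancement of 30% or more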;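 also: luminescence tracks abundance of the self-degrading MDM2-luciferase fusion protein; higher signal means inhibition of MDM2 E3 ligase activity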
Target sequence (Q00987 whole entry, looked up, the tested form may be a part): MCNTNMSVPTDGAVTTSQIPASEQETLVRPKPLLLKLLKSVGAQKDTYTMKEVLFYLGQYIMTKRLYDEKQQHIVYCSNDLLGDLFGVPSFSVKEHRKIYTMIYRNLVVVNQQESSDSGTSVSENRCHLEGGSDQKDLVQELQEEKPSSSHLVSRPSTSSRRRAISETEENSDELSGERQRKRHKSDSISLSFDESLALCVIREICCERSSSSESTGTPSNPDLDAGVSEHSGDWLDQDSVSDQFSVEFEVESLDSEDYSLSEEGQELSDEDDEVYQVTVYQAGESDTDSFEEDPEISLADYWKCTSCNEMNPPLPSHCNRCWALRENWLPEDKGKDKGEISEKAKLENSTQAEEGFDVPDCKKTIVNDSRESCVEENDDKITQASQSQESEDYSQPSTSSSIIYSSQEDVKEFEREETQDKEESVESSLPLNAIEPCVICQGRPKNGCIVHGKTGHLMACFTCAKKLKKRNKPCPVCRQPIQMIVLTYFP
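System: stable MDM2–luciferase fusion reporter cells / Input: 2000 cells seeded into each well / Schedule: 4 h settle plus 2 h compound, 37 °C / Compound: single-point 5 µM / Buffer or medium: cells held in DMEM / Benchmarks: control and blank well means / Evaluation: percent signal gain over controls, blank-subtracted / Measured by: luciferase luminescence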
TRPN1 ag: agonists of zebrafish TRPN1 channel | HEK293 zebrafish TRPN1-YFP, Fluo-8 calcium fluorescence; 100% = response to 87 µM carbachol | activation, % at 3 µM | 220,000 tested, 0.18% active | AID 1424;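 active = activation above its plate's cutoff, the mean activation of test wells on that plate plus 3 SD, cut at about 19% in these data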;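 also: 0% = DMSO alone and 100% = 87 µM carbachol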
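Assay system: Zebrafish TRPN1-YFP in HEK293 cells | Incubation: Dye loading 1 h at 37 °C, then 30 min room temperature | Measured by: Kinetic Fluo-8 fluorescence, ex 470-495, em 515-575 nm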
An asterisk follows results filed as active.

What do the screens show for `O=C(NC(=S)N1CCCc2ccccc21)c1ccc(Br)cc1`?
TRPML3 agonist: 0.4; TNF death inh: 0.9; PPC-1+TRAIL kill: -4; EBV gp42 block: -23; CHOP inh: -10; NCF1 inh: -13; Runt-SMMHC FRET: -10; MDM2 E3 inh: -7; TRPN1 ag: 1.8

What do the screens show for `CC(=O)c1ccc(NC(=O)C(C)n2nc(-c3ccccc3)c3cc(Cl)ccc32)cc1` (configuration not stated)?
TRPML3 agonist: 0.7; TNF death inh: 0.4; PPC-1+TRAIL kill: 1; EBV gp42 block: -2; CHOP inh: 34; NCF1 inh: -14; Runt-SMMHC FRET: -2; TRPN1 ag: -2.0

Results for Cc1ccc(-c2nnc(N3CCCCC3)c3ccccc23)cc1S(=O)(=O)N1CCN(C)CC1 ?
TRPML3 agonist: -0.3; TNF death inh: -10; PPC-1+TRAIL kill: 12; EBV gp42 block: 2; CHOP inh: 26; NCF1 inh: -11; Runt-SMMHC FRET: -3; MDM2 E3 inh: 18; TRPN1 ag: -0.4

What do the screens show for `C=CCOC(=O)C(=O)/C=C/c1ccc2c(c1)Cc1ccccc1-2`?
TRPML3 agonist: 0.6; TNF death inh: 2.7; PPC-1+TRAIL kill: 8; EBV gp42 block: -23; CHOP inh: 15; NCF1 inh: -9; Runt-SMMHC FRET: -33; TRPN1 ag: 1.6

Results for Cc1cccc(-n2c(O)c(C=NCCCN3CCOCC3)c3ccccc3c2=O)c1 ?
TRPML3 agonist: 0.8; TNF death inh: -1.9; PPC-1+TRAIL kill: 22; EBV gp42 block: -12; CHOP inh: 11; NCF1 inh: -2; Runt-SMMHC FRET: -2; MDM2 E3 inh: 6; TRPN1 ag: -0.8

How did Cc1cc(C)n2nc(SCC(=O)N/N=C/c3cccc(Br)c3)nc2n1 do in these assays?
TRPML3 agonist: 0.4; TNF death inh: -3.1; PPC-1+TRAIL kill: 47; EBV gp42 block: -8; CHOP inh: -5; NCF1 inh: -9; Runt-SMMHC FRET: 0; MDM2 E3 inh: -6; TRPN1 ag: 1.5

How did CC(=O)C1=C(O)C(=O)N(c2ccc(O)cc2)C1c1ccc([N+](=O)[O-])cc1 (configuration not stated) do in these assays?
TRPML3 agonist: 0.6; TNF death inh: -0.2; EBV gp42 block: -9; CHOP inh: 6; NCF1 inh: -11; MDM2 E3 inh: -9; TRPN1 ag: 1.3

What do the screens show for `O=C(O/N=C/c1ccc2c(c1)OCO2)c1ccc([N+](=O)[O-])cc1`?
TRPML3 agonist: 0.1; TNF death inh: -0.8; PPC-1+TRAIL kill: 27; EBV gp42 block: -7; CHOP inh: 21; NCF1 inh: 0; Runt-SMMHC FRET: -1; MDM2 E3 inh: -6; TRPN1 ag: 0.3

What do the screens show for `Cc1cccc(OCCC(=O)Nc2ccc(C)c(S(=O)(=O)N3CCCCC3)c2)c1`?
TRPML3 agonist: 2.1; TNF death inh: 1.7; PPC-1+TRAIL kill: 10; EBV gp42 block: -8; CHOP inh: 50; NCF1 inh: -13; Runt-SMMHC FRET: 0; MDM2 E3 inh: -22; TRPN1 ag: 4.9

Results for CCCS(=O)(=O)N1CCCC(c2nc(-c3ccc(OC)cc3)no2)C1 (configuration not stated) ?
TRPML3 agonist: 0.6; TNF death inh: 2.3; PPC-1+TRAIL kill: 12; EBV gp42 block: -9; CHOP inh: 28; NCF1 inh: -17; Runt-SMMHC FRET: 1; MDM2 E3 inh: -5; TRPN1 ag: 0.3

How did NC(=O)c1cccc2c1C(=O)N(C1CCCCC1)C2 do in these assays?
TRPML3 agonist: 0.7; TNF death inh: -2.2; PPC-1+TRAIL kill: 11; EBV gp42 block: -18; CHOP inh: 57; NCF1 inh: -7; Runt-SMMHC FRET: -3; MDM2 E3 inh: -13; TRPN1 ag: 2.0

Results for c1csc(CSc2nnc3sc4ccccc4n23)c1 ?
TRPML3 agonist: -0.6; TNF death inh: -0.3; PPC-1+TRAIL kill: 20; EBV gp42 block: -20; CHOP inh: -5; NCF1 inh: 1; Runt-SMMHC FRET: 1; MDM2 E3 inh: 7; TRPN1 ag: -1.8

What do the screens show for `O=C(Nc1ccon1)c1ccccc1Cl`?
TRPML3 agonist: 0.2; TNF death inh: -1.6; PPC-1+TRAIL kill: 16; EBV gp42 block: -4; CHOP inh: 2; NCF1 inh: -8; Runt-SMMHC FRET: -1; MDM2 E3 inh: -5; TRPN1 ag: 0.5

Results for CCn1c(C)c(C(C)=O)c(N2CCN(c3cccc(Cl)c3)CC2)nc1=S ?
TRPML3 agonist: 1.0; TNF death inh: 0.2; PPC-1+TRAIL kill: 17; EBV gp42 block: -1; CHOP inh: 15; NCF1 inh: -9; Runt-SMMHC FRET: 54; MDM2 E3 inh: -8; TRPN1 ag: -1.2

Results for CO/N=C/NC(=O)Cc1cn(-c2ncc(C(F)(F)F)cc2Cl)c2ccccc12 ?
TRPML3 agonist: 0.8; TNF death inh: 0.5; PPC-1+TRAIL kill: 15; EBV gp42 block: 1; CHOP inh: 20; NCF1 inh: -2; Runt-SMMHC FRET: -3; MDM2 E3 inh: -10; TRPN1 ag: -0.6

How did Cc1csc(NC(=O)C2CC(=O)N(Cc3ccco3)C2)n1 (configuration not stated) do in these assays?
TRPML3 agonist: 0.4; TNF death inh: -0.3; PPC-1+TRAIL kill: -4; EBV gp42 block: 6; CHOP inh: 10; NCF1 inh: 3; Runt-SMMHC FRET: 1; MDM2 E3 inh: -9; TRPN1 ag: 0.1

What do the screens show for `CC(C)CCn1c(N2CCN(Cc3ccccc3)CC2)nc2c1c(=O)[nH]c(=O)n2C`?
TRPML3 agonist: -0.7; TNF death inh: -4.1; PPC-1+TRAIL kill: -6; Runt-SMMHC FRET: 4; TRPN1 ag: -1.2

Results for COc1cccc(C=NCC(C)N=Cc2cccc(OC)c2O)c1O (configuration not stated) ?
TRPML3 agonist: 1.6; TNF death inh: -0.3; PPC-1+TRAIL kill: 18; EBV gp42 block: 0; CHOP inh: -13; NCF1 inh: -7; Runt-SMMHC FRET: -18; MDM2 E3 inh: -5; TRPN1 ag: 2.3

What do the screens show for `CCC(=O)N1CCc2cc(Br)cc(S(=O)(=O)NCc3ccco3)c21`?
TRPML3 agonist: 0.5; TNF death inh: 1.8; PPC-1+TRAIL kill: 11; EBV gp42 block: 15; CHOP inh: -9; NCF1 inh: 2; Runt-SMMHC FRET: -10; MDM2 E3 inh: 1; TRPN1 ag: 0.3

What do the screens show for `Cc1cccc(NCc2ccccc2)c1`?
TRPML3 agonist: -0.9; TNF death inh: 13; PPC-1+TRAIL kill: 12; EBV gp42 block: 4; CHOP inh: -13; NCF1 inh: 5; Runt-SMMHC FRET: 1; MDM2 E3 inh: -9; TRPN1 ag: -2.0

What do the screens show for `CCOc1ccccc1N1CCN(S(=O)(=O)c2ccc(F)c(F)c2)CC1`?
TRPML3 agonist: 0.7; TNF death inh: -3.7; PPC-1+TRAIL kill: 3; EBV gp42 block: 7; CHOP inh: 38; NCF1 inh: 14; Runt-SMMHC FRET: -6; MDM2 E3 inh: -20; TRPN1 ag: -1.4

How did O=C(Nc1ccc(NC(=O)C2CC2)nc1)c1cccc(F)c1 do in these assays?
TRPML3 agonist: 0.5; TNF death inh: 3.0; PPC-1+TRAIL kill: 16; EBV gp42 block: -21; CHOP inh: -2; NCF1 inh: -13; Runt-SMMHC FRET: -4; MDM2 E3 inh: -4; TRPN1 ag: 0.7

Results for O=S(=O)(c1ccccc1)N1CCN(CC(O)COc2ccc3c(c2)CCC3)CC1 (configuration not stated) ?
TRPML3 agonist: 2.6; TNF death inh: 1.4; PPC-1+TRAIL kill: 9; EBV gp42 block: 3; CHOP inh: 58; NCF1 inh: -6; Runt-SMMHC FRET: 0; MDM2 E3 inh: -18; TRPN1 ag: 1.5

How did O=S(=O)(c1cccc(-c2nn3c(-c4ccncc4)nnc3s2)c1)N1CCOCC1 do in these assays?
TRPML3 agonist: 0.6; TNF death inh: 0.1; PPC-1+TRAIL kill: 26; EBV gp42 block: -9; CHOP inh: 13; NCF1 inh: 10; Runt-SMMHC FRET: -20; MDM2 E3 inh: -1; TRPN1 ag: 0.6

Results for O=P(COc1ccccc1)(c1ccccc1)c1ccccc1 ?
TRPML3 agonist: -0.7; TNF death inh: -1.8; PPC-1+TRAIL kill: -17; EBV gp42 block: 1; CHOP inh: -13; NCF1 inh: -75; Runt-SMMHC FRET: -4; MDM2 E3 inh: -2; TRPN1 ag: 0.2

Results for CCN(C(=O)CSc1nnc(-c2ccccc2Cl)n1C1CCCC1)C1CCS(=O)(=O)C1 (configuration not stated) ?
TRPML3 agonist: 0.5; TNF death inh: -5.1; PPC-1+TRAIL kill: 2; EBV gp42 block: -20; CHOP inh: -17; NCF1 inh: -4; Runt-SMMHC FRET: -1; MDM2 E3 inh: -21; TRPN1 ag: 0.4

How did O=C(OCC(=O)N1CCN(C(=O)c2ccco2)CC1)c1cc(S(=O)(=O)Nc2ccc(Cl)cc2)ccc1O do in these assays?
TRPML3 agonist: 1.4; TNF death inh: 0.1; PPC-1+TRAIL kill: 2; EBV gp42 block: -3; CHOP inh: 4; NCF1 inh: -14; Runt-SMMHC FRET: -4; MDM2 E3 inh: 1; TRPN1 ag: 0.7

What do the screens show for `CCCC(=O)Oc1ccc2c(C)cc(=O)oc2c1`?
TRPML3 agonist: 0.0; TNF death inh: 1.8; PPC-1+TRAIL kill: 45; EBV gp42 block: -26; CHOP inh: 8; NCF1 inh: 18; Runt-SMMHC FRET: 24; MDM2 E3 inh: 3; TRPN1 ag: 1.0

What do the screens show for `O=C(CSc1nc(Nc2ccccc2)nc(N2CCOCC2)n1)Nc1ccc2c(c1)OCCO2`?
TRPML3 agonist: -0.2; TNF death inh: 1.9; PPC-1+TRAIL kill: 6; EBV gp42 block: 15; CHOP inh: 8; NCF1 inh: -5; Runt-SMMHC FRET: -2; MDM2 E3 inh: -14; TRPN1 ag: 0.0

Results for O=C(CSc1nnc(CNC(=O)c2cccs2)o1)Nc1cccc(C(F)(F)F)c1 ?
TRPML3 agonist: 0.1; TNF death inh: 0.1; PPC-1+TRAIL kill: 8; EBV gp42 block: -7; CHOP inh: 17; NCF1 inh: 4; Runt-SMMHC FRET: 2; MDM2 E3 inh: 4; TRPN1 ag: 0.3

By substructure: the entries above containing a thiophene ring, fused or not.
Results for c1csc(CSc2nnc3sc4ccccc4n23)c1 ?
TRPML3 agonist: -0.6; TNF death inh: -0.3; PPC-1+TRAIL kill: 20; EBV gp42 block: -20; CHOP inh: -5; NCF1 inh: 1; Runt-SMMHC FRET: 1; MDM2 E3 inh: 7; TRPN1 ag: -1.8

Results for O=C(CSc1nnc(CNC(=O)c2cccs2)o1)Nc1cccc(C(F)(F)F)c1 ?
TRPML3 agonist: 0.1; TNF death inh: 0.1; PPC-1+TRAIL kill: 8; EBV gp42 block: -7; CHOP inh: 17; NCF1 inh: 4; Runt-SMMHC FRET: 2; MDM2 E3 inh: 4; TRPN1 ag: 0.3

Screening data: PubChem, several laboratories

This is a random part of the collection (roughly 5.9% active in at least one column).
